Bioassay records (PubChem)
EP2 antag: human EP2 receptor antagonists, primary screen, TR-FRET cAMP, C6 glioma cells | Prostaglandin E2 receptor EP2 subtype (Homo sapiens), P43116 | C6 glioma cells expressing human EP2; cells stimulated with saturating PGE2 | inhibition, % at 25 µM | actives 0.52% (n = 260,000) | AID 1422, 2008;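 active = percent inhibition above 40 after rounding to a whole number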;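 note: rat C6 glioma host cells with rolipram phosphodiesterase inhibitor present; the protocol text gives 20 µM as final concentration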
Target sequence (P43116 whole entry, looked up): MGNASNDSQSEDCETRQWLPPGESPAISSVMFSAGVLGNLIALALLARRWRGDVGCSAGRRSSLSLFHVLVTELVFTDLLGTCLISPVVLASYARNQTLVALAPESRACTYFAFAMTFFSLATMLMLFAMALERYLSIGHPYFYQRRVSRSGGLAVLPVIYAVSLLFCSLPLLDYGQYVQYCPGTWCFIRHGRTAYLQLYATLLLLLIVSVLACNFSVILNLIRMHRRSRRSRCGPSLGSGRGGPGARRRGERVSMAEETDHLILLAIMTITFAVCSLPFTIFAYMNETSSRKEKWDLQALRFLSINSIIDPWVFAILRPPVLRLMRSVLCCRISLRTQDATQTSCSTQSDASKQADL
14-3-3 Bad inh: inhibitors of 14-3-3 zeta/Bad binding, primary screen, biochemical, TR-FRET, bovine 14-3-3 zeta; inhibition, % at 21.7 µM; TR-FRET 14-3-3zeta/Dy647-pBad peptide displacement, 1 h; actives 0.71% (n = 220,000);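 active = inhibition above about 70%, limit read from the data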;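 note: 0% = full 14-3-3 plus peptide FRET controls and 100% = background without 14-3-3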
NPY Y1 blocker: NPY-Y1 receptor antagonists, primary screen, cell-based. Neuropeptide Y receptor type 1 (Homo sapiens), P25929. HEK293-CNG Y1 cells, membrane potential fluorescence; NPY at EC95, then isoproterenol. inhibition, % at 3.6 µM. actives 1% (n = 200,000);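 active = inhibition above the campaign mean inhibition of all tested compounds plus 3 SD, cut at about 20% in these data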;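 note: 0% = DMSO wells given NPY plus isoproterenol and 100% = isoproterenol alone without NPY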
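Material: HEK293 Y1/CNG channel cell line | Also added: NPY (25 nM), isoproterenol (1 µM), Ro 20-1724 (25 µM) | Compound: One concentration, 3.6 µM, in 0.4% DMSO | Schedule: 3 h dye uptake, 1 h room-temperature compound, 45 min post-isoproterenol | Signal: Membrane-potential fluorescent dye readout | Read-out: % inhibition of NPY effect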
CHOP inh: inhibitors of CHOP promoter induction, primary screen, cell-based, unfolded protein response, luciferase reporter | CHO-K1 CHOP-promoter luciferase, tunicamycin-induced, 15-18 h | inhibition, % at 10 µM | actives 3.8% (n = 220,000) | AID 2732, 2010;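 active = compounds that reduced the stress-induced luciferase reporter signal by more than about 70% of percent inhibition, limit read from the data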;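 note: 0% = tunicamycin plus vehicle and 100% = wells without tunicamycin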
NPY-Y1 PAM-ag: NPY-Y1 receptor potentiators or agonists, primary screen, cell-based. Neuropeptide Y receptor type 1 (Homo sapiens), P25929. NPY-Y1 expressing cells, potentiator/agonist activation. AID 1304, 2008. activation, % at 3.6 µM. actives 0.37% (n = 220,000); in the data active = activation above about 33%, passing the limit was not always enough;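 note: cells stimulated with NPY at EC10 then isoproterenol at EC100; 0% = low agonist plus stimulus and 100% = saturating agonist plus stimulus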
TRPML3 agonist: human TRPML3 channel agonists, primary screen, cell-based, HEK293 TRPML3-YFP, Fluo-8 calcium fluorescence, 3 µM; Mucolipin-3 (Homo sapiens), Q8TDD5; activation, % at 3 µM; actives 0.29% (n = 220,000); 100% = the carbachol control signal;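 active = activation above its plate's cutoff, the mean activation of the plate's test wells plus 3 SD, cut at about 12% in these data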;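 note: 0% = DMSO only wells and 100% = carbachol wells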
Target sequence (Q8TDD5 whole entry, looked up): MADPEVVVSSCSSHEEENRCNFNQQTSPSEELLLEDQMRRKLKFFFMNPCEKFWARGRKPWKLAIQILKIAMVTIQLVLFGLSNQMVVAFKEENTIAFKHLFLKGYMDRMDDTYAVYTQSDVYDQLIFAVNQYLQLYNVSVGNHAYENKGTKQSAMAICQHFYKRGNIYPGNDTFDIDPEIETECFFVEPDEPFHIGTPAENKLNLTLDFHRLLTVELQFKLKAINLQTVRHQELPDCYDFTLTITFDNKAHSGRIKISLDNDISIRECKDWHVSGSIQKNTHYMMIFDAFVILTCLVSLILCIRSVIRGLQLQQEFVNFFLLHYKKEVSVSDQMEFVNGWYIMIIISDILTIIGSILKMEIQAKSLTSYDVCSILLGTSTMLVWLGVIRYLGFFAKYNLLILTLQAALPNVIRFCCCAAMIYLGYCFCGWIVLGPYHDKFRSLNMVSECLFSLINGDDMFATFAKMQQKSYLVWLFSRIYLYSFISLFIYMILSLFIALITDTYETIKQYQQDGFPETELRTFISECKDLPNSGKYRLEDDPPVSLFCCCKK
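Test system – HEK293 line with stable expression of human TRPML3-YFP channel · Control set – carbachol 87 µM final as high control (100%), DMSO as low control (0%) · Signal – Fluo-8 calcium dye fluorescence, ex 470-495, em 515-575 nm · Incubation – 1-h 37 °C dye load, 5-s basal, 120-s post-compound reads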
zfTRPN1 agonist: zebrafish TRPN1 channel agonists, primary screen, cell-based, HEK293, calcium fluorescence; activation, % at 3 µM; AID 1424, 2008; transient receptor potential cation channel N1 (TRPN1/NompC), Danio rerio; actives 0.18% (n = 220,000); HEK293 zebrafish TRPN1-YFP, Fluo-8 calcium fluorescence; 100% = response to 87 µM carbachol;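 active = activation above its plate's cutoff, the mean activation of test wells on that plate plus 3 SD, cut at about 19% in these data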;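 note: 0% = DMSO alone and 100% = 87 µM carbachol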
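Assay system: Zebrafish TRPN1-YFP in HEK293 cells | Incubation: Dye loading 1 h at 37 °C, then 30 min room temperature | Measured by: Kinetic Fluo-8 fluorescence, ex 470-495, em 515-575 nm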
PPC-1+TRAIL kill: compounds killing PPC-1 cancer cells with TRAIL present, primary screen, TRAIL potentiator project, ATPLite luminescence, uHTS | PPC-1 cells + TRAIL, ATPLite viability luminescence | cell killing (% activity), % at 4 µM | actives 0.41% (n = 220,000);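 active = cell killing above 50% in the first pass at 4 µM, then a duplicate retest at 5 µM averaging 50% or more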;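 note: plate controls were cells with TRAIL plus DMSO for no effect and medium-only wells lacking cells for full effect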
EP2 modulator: EP2 receptor modulators, cAMP readout, primary screen, cell-based, HTRF cAMP, PGE2 stimulation | EP2-expressing cells, cAMP HTRF FRET, PGE2 co-stimulation | induction, % at 25 µM | actives 0.83% (n = 260,000) | AID 940, 2007;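 active = compounds whose cAMP rise, as percent of the full-agonist control response, exceeds 60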;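 note: rat C6 glioma line stably carrying human EP2 under a CMV promoter; the protocol text gives 20 µM as final concentration; 100% = response of wells given 1 µM PGE2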
Starred values were filed as active, the others as inactive; . = not tested or not shown; & = joins results of further samples; [ ] = remark or other dose.

SMILES	EP2 antag	14-3-3 Bad inh	NPY Y1 blocker	CHOP inh	NPY-Y1 PAM-ag	TRPML3 agonist	zfTRPN1 agonist	PPC-1+TRAIL kill	EP2 modulator
CCCCCCCCOC(=O)CCc1c(C)[nH]c(=S)[nH]c1=O	-3	0	-3	61	3	-0.3	1.2	13	4
COc1cccc(/C=C/C(=C2/C(=O)N(c3ccccc3)N=C2C)c2ccc(Br)cc2)c1OC	3	-2[fluorescence artefact?]	10	-10	8	1.1	1.0	21	14
Cc1ccc(S(=O)(=O)Nc2cc(=O)[nH]c(SCc3ccccc3Cl)n2)cc1	12	12	-9	6	-11	1.0	1.4	-7	54
O=C(c1ccc2c(c1)OCO2)N1CCCC1	6	9	-4	14	14	0.8	0.1	35	4
COc1ccc(-n2ncc3c(=O)n(Cc4c(F)cccc4Cl)cnc32)cc1	12	-6	14	29	-7	0.7	1.2	0	-39
O=C1CSC(c2cn(-c3ccccc3)nc2-c2cc3ccccc3oc2=O)N1Cc1ccccc1 (centres undefined)	10	-4	11	7	-28	-0.1	0.5	10	45
Nn1c(SCc2cn3cc(Cl)ccc3n2)nnc1-c1ccncc1	9	-5	-1	0	17	1.0	0.4	18	0
O=C(COc1ccc(S(=O)(=O)N2CCCCC2)cc1)NCC1CCCO1 (centres undefined)	1	-5	5	6	-3	1.0	2.1	-5	-7
O=S(=O)(NCc1cccs1)c1cccc(S(=O)(=O)N2CCCCC2)c1	19	-2	-4	20	10	2.2	2.9	12	-22
COc1ccc(F)cc1C(=O)C1CCCN(C(=O)Cc2c(C)noc2C)C1 (centres undefined)	3	-1	5	-1	0	0.8	-0.1	12	4
COc1cccc(NS(=O)(=O)c2ccc3[nH]cc(C(=O)NCCN4CCOCC4)c(=O)c3c2)c1	.	.	0	.	-13	0.7	-0.2	4	.
CCN1CCN(C(=S)c2ccc(Cl)c(Cl)c2)CC1	14	-17	-1	-20	-16	0.7	2.0	-21	-16
O=C(O)CCc1nc(-c2ccc(Cl)cc2)no1	13	4[fluorescence artefact?]	16	8	-18	1.1	1.2	-16	18
CCCNC(=S)NCCN1CCCCC1	4&10	73*	6	-1	-18	0.2	1.7	9	1&15
COc1ccc(NC(=O)c2ccc(NCCCN3CCOCC3)c([N+](=O)[O-])c2)cc1	4	3	-4	-15	21	0.6	-0.5	2	-5
COc1ccccc1-c1nnc(NC(=O)c2cccc(N3C(=O)CCC3=O)c2)o1	5	-7[fluorescence artefact?]	5	41	1	1.1	0.4	15	16
Cc1oc(-c2ccc(Cl)cc2)nc1CN1CCC(C(=O)N2CCN(Cc3ccccc3)CC2)CC1	.	3	25*	69	-59	1.6	2.1	2	-47
CN1CCc2c(sc3c2C(=O)NC(c2ccc(-c4cccc(Cl)c4)o2)N3)C1 (centres undefined)	9	34	0	1	17	0.5	-1.7	7	-39
CCC(=O)N/C(=N\OCc1ccc(F)cc1)c1nonc1NC(=O)CC	4	-7	-2	1	-5	-0.2	0.0	-6	6
CC(C)=CCN1CCN(Cc2cnc(-c3ccccc3)s2)CC1CCO (centres undefined)	2	-3	6	26	-7	1.2	1.2	1	7
FC(F)(F)c1cccc(-c2nc3nc(Cl)c(Cl)nc3[nH]2)c1	11&15	2	.	74*	21	14*	32*	29	12&-14
Cc1ccc(NC(=O)OCCN2CCN(Cc3ccccc3)CCC2=O)cc1C	7	-1	8	27	-11	0.0	0.2	3	-1
Cn1cc(C(=O)c2ccc(Cl)cc2Cl)cc1C(=O)N/N=C(\N)COc1ccccc1	23	-18	-8	33	-4	0.4	1.5	2	-43
CC(C)n1c(SCC(=O)N2CCCC2)nc2c1c(=O)n(C)c(=O)n2C	7	-3[fluorescence artefact?]	6	45	8	0.9	1.9	-10	16
COc1ccc(C(=O)CSc2nnc(CNC(=O)c3ccco3)n2C)cc1	4	17	-3	5	-16	0.9	-0.5	20	27
Cc1nn(C)cc1CN(C)C(=O)CCc1nnc(CCC2CCCCC2)o1	14	-9	-1	-15	8	0.8	-0.7	-2	37
Cc1ccc(NC(=O)N2CCCC(c3nc(-c4ccc(F)cc4)no3)C2)cc1 (centres undefined)	0	-4	.	24	-2	-0.1	0.4	6	-36
CCc1c(C)sc(NC(=O)CC#N)c1C#N	10	-4	0	23	-10	0.8	0.7	19	13
NC(=O)CCn1c2ccccc2c2ccccc21	5	19	2	25	-10	-0.9	-2.2	11	-25
COc1cccc(C(=O)Nc2ncc3c(n2)CC(C)(C)CC3=O)c1	12	-11	-3	45	-14	0.1	0.8	-16	-6

With a hit mark in 14-3-3 Bad inh (from the list above):
| molecule | 14-3-3 Bad inh | NPY Y1 blocker | CHOP inh | NPY-Y1 PAM-ag | TRPML3 agonist | EP2 modulator |
| --- | --- | --- | --- | --- | --- | --- |
| CCCNC(=S)NCCN1CCCCC1 | 73* | 6 | -1 | -18 | 0.2 | 1&15 |

Continuation:
SMILES	EP2 antag	14-3-3 Bad inh	NPY Y1 blocker	CHOP inh	NPY-Y1 PAM-ag	TRPML3 agonist	zfTRPN1 agonist	PPC-1+TRAIL kill	EP2 modulator
CC(=O)Nc1nnc(SCc2ccccc2F)s1	6	8[fluorescence artefact?]	7	5	-5	1.2	0.8	10	14
O=C(CCc1nnc(Cc2ccc3c(c2)OCO3)o1)NCc1nc2ccccc2s1	7	-12	5	-7	17	0.1	1.0	8	26
Cc1ccc2cc(/C=C/C(=O)c3ccco3)c(Cl)nc2c1	5	0	.	-51	-32	-0.1	0.6	24	-72
COc1ccc(N2C(=O)CC3(CCCC3)CC2=O)cc1	4	-9	7	-7	-14	0.8	0.1	13	-2
COc1ccc(CN2CCn3nc(C(=O)NC(C)C)cc3C2=O)cc1	4	-7	2	2	-19	1.1	1.0	-23	10
Cc1onc(-c2ccccc2)c1CNC(=O)CN1C(=O)c2ccccc2C1=O	15	-2	.	14	-8	0.6	0.9	2	-8
Cc1nc(NCc2ccccc2)c2cc[nH]c2n1	4	-3	.	17	-9	1.4	2.1	14	3
CCn1c(SCC(=O)NC2CCCCC2)nnc1-c1cccs1	6	-7	1	34	-6	-0.9	-2.4	28	16
CC(C)(O)C(=O)NN(Cc1ccccc1)c1ccccc1	14	0[fluorescence artefact?]	3	27	-5	0.6	0.0	5	12
O=C(NN1CCOCC1)c1ccc(Cl)s1	7	-5	-5	-20	5	0.3	0.2	14	-2
COc1ccc(C(c2nnnn2Cc2ccccc2)N2CCN(c3ccccc3)CC2)cc1 (centres undefined)	12	44	7	10	-2	-1.1	-1.0	22	30
Cc1occc1-c1nnc(SCC(=O)Nc2ccccc2)n1CCc1ccccc1	8	-8[fluorescence artefact?]	8	24	-10	-0.7	-0.3	11	0
CC(C)N1C(=O)c2ccccc2C1C(=O)NC1CCCCCC1 (centres undefined)	10	0	1	-3	4	-0.2	-0.3	17	-10
Cc1nc2cc(CO)ccc2n1C	6	-4[fluorescence artefact?]	-1	11	-41	0.3	2.6	-2	1
CCCS(=O)(=O)N1CCC(C(=O)N2CCN(C(=O)OCC)CC2)CC1	20	7	1	24	-2	1.0	0.7	7	-2
CN(C)c1ccc(CNC23CC4CC(CC(C4)C2)C3)cc1	.	.	2	.	34	1.6	0.7	.	.
CCOC(=O)C1CCN(C2CCN(Cc3nc(-c4ccccc4)no3)CC2)CC1	5	-12	7	20	5	1.8	3.0	8	-2
O=S(=O)(c1ccccc1)N1CCN(Cc2ccccc2C(F)(F)F)CC1	8	79*	2	62	-21	1.7	-2.4	37	39
Cc1cc(C)n(-c2nc3c(c(=O)[nH]c(=O)n3C)n2CC(O)c2ccccc2)n1 (centres undefined)	9	-9[fluorescence artefact?]	-7	21	-6	0.0	1.1	10	3
CCSc1nc(O)c(C2OC(=O)c3c2ccc(OC)c3OC)c(=O)n1CC (centres undefined)	5	5	-2	26	2	1.9	0.4	4	20
CCOc1ccc(N2CC(C(=O)NCc3ccc(C)n3C)CC2=O)cc1 (centres undefined)	5	-4	-6	22	2	0.9	0.1	9	23
Cc1ccc(C(C(=O)Nc2ccc(C(C)C)cc2)N(C)C(=O)c2ccc(=O)[nH]c2)cc1 (centres undefined)	1	-6	-1	26	20	0.1	0.3	7	6
CC(C)(C)c1cnnn1-c1ccc(NC(=O)c2ccc3c(c2)OCO3)cc1	13	6	-3	37	6	0.7	0.8	17	-3
Cc1c(C(=O)O)sc(=S)n1-c1ccccc1	6	18	4	7	10	0.4	-0.6	-18	27
CSc1nc(C)cc(C)c1C(N)=O	11	9[fluorescence artefact?]	-3	-3	13	0.8	-0.5	20	10
CC1(C)CC(=O)C2=C(C1)N(c1ccccc1)C(=O)CC2c1ccc(O)cc1 (centres undefined)	3	-13	-4	-6	21	-0.2	0.9	-1	34
Cc1cnn(C(=S)NCCc2ccccc2)c1	9	-3	3	53	-6	0.2	-1.3	1	10
O=C(CCSc1ccccc1)N1CCN(C(=O)c2ccco2)CC1	5	-6	8	36	-6	0.3	-0.3	2	6
COc1ccc(-c2[nH]ncc2C=O)cc1OC	15	2	4	12	-9	0.5	2.1	17	8
COc1ccc(N2C(=O)CC(N3CCC(O)(c4ccc(Cl)cc4)CC3)C2=O)cc1 (centres undefined)	11	-8	0	22	9	0.8	-0.4	-6	6
c1ccc(-c2noc(-c3cccc4ccccc34)n2)cc1	3	4	10	69	-25	0.2	1.2	0	69*
COC(=O)CCCCC1SCC2NC(=O)NC21 (centres undefined)	5	1	0	-14	-6	-0.5	-0.1	14	30
CCOC(=O)c1[nH]c(C)c(C(=O)OCC(=O)N2c3ccccc3CC2C)c1C (centres undefined)	4	1	0	14	-4	-0.3	0.6	-5	-34
O=C(CSc1nc2ccccc2[nH]1)Nc1nc(-c2ccccc2)c(-c2ccccc2)o1	12	2	-5	68	17	-0.3	0.3	17	46

Results in EP2 modulator, for some of the entries so far:
| Structure | EP2 modulator |
| --- | --- |
| CC1(C)CC(=O)C2=C(C1)N(c1ccccc1)C(=O)CC2c1ccc(O)cc1 (centres undefined) | 34 |
| Cc1cnn(C(=S)NCCc2ccccc2)c1 | 10 |

This is a subset (hit frequency here may not be typical).
